From PubChem BioAssay
CCT chaperon mod – modulators of cytosolic chaperonin (CCT/TRiC) activity. purified chaperonin ATPase assay, HTRF ADP detection, 30 min. activity change, % (concentration not given with the values), hits read low. 360,000 compounds, 0.3% hits; in the data active means activity change below about -30%; further: on the % scale 0 is the no-effect control and ±100 the full control effect
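First, chaperonin was dispensed at 40 nM or 20 nM final depending on batch activity. Next, compounds were pinned at 76 uM and ATP added at 10 uM. After 30 min at 37 °C, ADP detection reagents ran 30 min at ambient temperature.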
D3 ag – activates the human D3 dopamine receptor; 410,000 compounds, 0.58% hits; max activation, %; P35462; AID 652048; D3R DiscoveRx beta-arrestin cells, luminescence, 90 min; in the data active means max activation above about 30%; further: 0% is about no effect; mostly tested at two doses, the higher about 12 µM
Target sequence (P35462 whole entry, looked up): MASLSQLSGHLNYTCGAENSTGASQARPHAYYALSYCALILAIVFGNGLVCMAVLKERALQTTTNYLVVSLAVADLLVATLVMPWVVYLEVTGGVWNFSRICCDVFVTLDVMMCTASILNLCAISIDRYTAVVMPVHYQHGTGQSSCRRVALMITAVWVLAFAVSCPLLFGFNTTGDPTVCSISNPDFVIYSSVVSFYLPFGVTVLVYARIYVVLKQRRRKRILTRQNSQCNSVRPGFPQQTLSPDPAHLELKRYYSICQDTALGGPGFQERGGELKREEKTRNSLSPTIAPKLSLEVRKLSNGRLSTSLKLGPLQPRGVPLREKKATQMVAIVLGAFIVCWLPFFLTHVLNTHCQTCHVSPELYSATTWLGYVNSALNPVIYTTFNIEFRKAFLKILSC
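Agonist mode: compounds and dopamine controls were applied to plated cells for 90 min at 37 degrees C after an overnight attachment at 1500 cells/well. Luminescent read-out followed 30 - 60 minutes at room temperature with DiscoveRx detection reagent.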
Mm-Cpn inhibitor – blocks the Methanococcus maripaludis chaperonin Mm-Cpn | purified Mm-Cpn ATPase, ADP Transcreener TR-FRET | Potency, µM (highest dose often 76.9 µM), for the others: at the highest dose activity, negative = inhibition, actives largely listed as inhibitors | 330,000 compounds, 0.031% hits; further: potency means the concentration at half of the fitted maximal effect; on the % scale 0 is the no-effect control and ±100 the full control effect; nearly all actives have a fitted effect of over 80% in size
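Inhibition of chaperonin ATP hydrolysis is measured as reduced ADP production, detected by competitive TR-FRET in which signal falls with ADP. Final enzyme 25 nM and ATP 10 uM, reacted 30 min at 37°C.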
Akt phos inh – Akt phosphorylation inhibition; Neuro2A IGF-stimulated pAkt S473 HTRF, 20 min; stronger effect = lower value; activity change, % for hits at 50 µM; 360,000 compounds, 0.32% hits; AID 651550; in the data active means activity change below about -80%; inconclusive means mostly about -51% to -80%; further: on the % scale 0 is the no-effect control and ±100 the full control effect
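Neuro2A cells (4,500/well, DMEM with 0.5% FBS) were treated with compound at a single 50 µM final concentration, stimulated with 6 nM IGF for 20 min at 37 °C, and lysed. Phospho-Akt Ser473 was read by HTRF as 665/615 ratio ×10^4.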
EPAC2 agonist – agonists of human EPAC2 (RAPGEF4). Q8WZA2. 360,000 compounds, 0.079% hits. EPAC2 activation, biochemical qHTS; response scale: 100% = 6.5 mM cAMP response. Potency, µM (titrated, usually from 154 µM), inactives show at the top dose activation, usual class: activators; further: potency means the concentration at half of the fitted maximal effect; nearly all actives have a fitted effect of over 50% in size
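Nucleotide exchange monitored as fluorescence drop when BODIPY-GDP leaves Rap1B. Reaction: 100 nM EPAC2, 250 nM RAP1B-BODIPY-GDP, 50 uM GDP, room temperature, kinetic read over 30 min. Activity expressed relative to 6.5 mM cAMP.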
D3 antag – D3 dopamine receptor (human) antagonism. P35462. D3R cells, DiscoveRx beta-arrestin luminescence, antagonist mode; stronger effect = lower value. max response, negative = inhibition, %. 360,000 compounds, 2.5% hits. AID 652054; in the data active means max response below about -50%; inconclusive means no clear call, values can overlap the other calls; further: on the % scale 0 is the no-effect control and ±100 the full control effect; mostly tested at two doses, the higher about 12 µM
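Cells plated overnight at 1500 cells/well, then exposed to library compounds with dopamine controls for 90 minutes at 37 degrees C. DiscoveRx reagent added for 30–60 minutes at room temperature; luminescence read, quantitative HTS format.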
PTHR1 agonist – agonists of human PTHR1 parathyroid hormone receptor; HEK293 GP2 PTHR1 cells, GloSensor cAMP luminescence, 1 h; AID 743266; Q03431; Potency, µM (series often up to 115 µM), for the others: top-dose activation, actives largely listed as activators; 410,000 compounds, 0.075% hits; further: potency means the concentration at half of the fitted maximal effect; nearly all actives have a fitted effect of over 55% in size; some results filed as inactive show a strong effect at the top dose; inactives centre near -15; many of its hits are not listed in these tables
Target sequence (Q03431 whole entry, looked up): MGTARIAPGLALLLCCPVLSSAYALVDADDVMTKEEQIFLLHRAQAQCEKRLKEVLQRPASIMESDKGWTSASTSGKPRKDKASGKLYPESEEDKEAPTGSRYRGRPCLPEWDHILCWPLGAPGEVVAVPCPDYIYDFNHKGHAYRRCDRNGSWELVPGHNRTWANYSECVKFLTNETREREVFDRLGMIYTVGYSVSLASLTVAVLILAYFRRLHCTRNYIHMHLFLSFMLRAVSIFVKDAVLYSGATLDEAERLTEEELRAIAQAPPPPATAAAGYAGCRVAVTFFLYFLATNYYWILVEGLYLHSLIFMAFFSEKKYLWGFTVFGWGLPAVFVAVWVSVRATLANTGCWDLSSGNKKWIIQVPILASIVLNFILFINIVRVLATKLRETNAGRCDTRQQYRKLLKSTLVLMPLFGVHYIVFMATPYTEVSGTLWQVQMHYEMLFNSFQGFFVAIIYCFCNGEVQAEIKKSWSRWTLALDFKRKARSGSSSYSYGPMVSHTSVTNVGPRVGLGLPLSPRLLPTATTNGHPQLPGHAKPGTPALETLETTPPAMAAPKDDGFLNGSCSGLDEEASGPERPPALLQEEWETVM
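HEK-293-derived GP2 cells expressing PTHR1 and a GloSensor cAMP reporter, 3,000/well, plated overnight, given luciferin plus IBMX (each 0.5 mM as added) for 1 h at 37 °C, then compound for 1 h at 37 °C. Luminescence was read after 15 min at room temperature.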
EPAC2 antag – blocks human EPAC2 exchange factor; EPAC2 GEF exchange of Rap1B-BODIPY-GDP, fluorescence; 360,000 compounds, 0.18% hits; Potency, µM (doses to about 114 µM), for the others: top-dose activity, negative = inhibition, hits mostly inhibitors; Q8WZA2; further: potency means the concentration at half of the fitted maximal effect; on the % scale 0 is the no-effect control and ±100 the full control effect; nearly all actives have a fitted effect of over 45% in size; many of its hits are not listed in these tables
Starred values were filed as active, the others as inactive; i = inactive; ? = inconclusive; / = not tested or not shown; [ ] = dose if it differs, or a comment. Unless noted, the call rests on the fitted dose curve; in most records, active means well fitted curve in the direction sought with a large enough effect; inconclusive means small, poorly fitted or top-dose-only effect, or another doubt; inactive means no such curve, though single readings can be large; an effect the other way counts as inactive or inconclusive. Only part of the results is shown; rates above refer to the full screens.

canonical_smiles | PTHR1 agonist | D3 ag | Akt phos inh | D3 antag | EPAC2 antag | Mm-Cpn inhibitor | EPAC2 agonist | CCT chaperon mod
COC(=O)c1ccccc1NC(=O)Cn1cc(Br)cn1 | -17.3%[57.5 µM] | -7.5 | i | 13.6 | 6.4% | ? | -2.4% | -0.4
COc1ccc(-c2nc3c4ccccc4[nH]c(=O)n3n2)cc1 | -4.0%[57.5 µM] | 9.3 | i | 30.6 | -5.5% | / | 0.1% | -1.0
Cc1ccc2nc(SCC(=O)N3CC(C)OC(C)C3)nc(=O)n2c1 (configuration not stated) | i | -2.9 | i | -1.9 | 3.4% | 1.8% | -0.2% | -0.1
Cn1c(=O)oc2cc(S(=O)(=O)NC3CCCCCCC3)ccc21 | i | -8.0 | i | -10.4 | -3.4% | -1.9% | -5.1% | -0.2
CCOC(=O)Cc1csc(NC(=O)c2c(C)noc2C)n1 | -46.0%[inhibitor] | -2.9 | i | 0.1 | 2.6% | / | 7.7% | 1.5
CC12CC(O)C3c4ccc(O)cc4CCC3C1CC/C2=N\O (configuration not stated) | -4.4% | -2.4 | i | 2.8 | 2.7% | 0.6% | 9.0% | 1.7
O=C(c1cc(-c2cccc(Br)c2)nc2ccccc12)N1CCCC1 | -13.9% | 4.8 | i | 13.5 | -18.8% | -7.8% | 10.8% | 0.0
Cc1cc(SCC#N)n2nc(C)c(-c3ccc(Cl)cc3)c2n1 | -11.1% | -5.2 | i | -5.1 | -5.9% | 2.6% | -0.4% | -2.9
Cc1cc(C(=O)CSc2nnc(-c3ccc(F)cc3)o2)c(C)n1CC1COc2ccccc2O1 (configuration not stated) | -3.4%[57.5 µM] | -8.7 | i | 0.0 | 5.3% | 0.5% | -1.8% | 1.7
COc1ccccc1C(=O)NC(=O)CSc1nnc2ccccn12 | i | -1.6 | i | 0.1 | -10.0% | -2.0% | 6.7% | -0.9
CCCC12CN(C(=O)c3ccc(OC)cc3)CC(C)(CN(C(=O)c3ccc(OC)cc3)C1)C2=O | -5.3%[57.5 µM] | 1.8 | i | 60.6 | 4.4% | -13.9% | -4.7% | -4.4
CC(=O)N1CCN(c2ccc(NC(=O)c3cc4ccccc4o3)cc2)CC1 | -15.5% | 0.2 | i | 16.8 | 4.9% | -0.7% | 4.7% | 1.0
Cc1ccc(C(=O)NCC(=O)OCc2nnc(-c3ccccc3)o2)cc1 | -2.6% | 2.5 | i | 10.1 | -0.2% | -0.7% | -7.4% | -1.3
Cc1cc(C(=O)Nc2cc(C)on2)on1 | -18.6% | 2.0 | i | 10.6 | 7.7% | 0.8% | 2.4% | -0.8
O=C(CN1C(=O)NC2(CCCc3ccccc32)C1=O)NCCc1ccc(F)cc1 (configuration not stated) | -9.1% | 6.2 | i | 2.5 | 0.7% | 0.4% | -0.2% | -4.0
CC1C(=O)Nc2ccc(S(=O)(=O)N3CCc4ccccc4C3)cc2NC1=O (configuration not stated) | -32.2%[inhibitor] | 8.1 | i | 15.6 | -1.3% | 1.1% | 2.0% | -3.6
Cc1ccc(Cl)c(OCC(=O)Nc2ccc(S(=O)(=O)NC3=NCCCCC3)cc2)c1 | -28.4% | 4.9 | i | 3.6 | -2.7% | ? | 6.9% | -0.7
COc1cc(NC(=O)c2nnn(Cc3ccc(SC)cc3)c2N)cc(OC)c1 | -18.5% | -4.2 | i | -14.6 | -5.2% | -0.7% | 9.0% | 1.4
Cc1ccc(/C=N/NC(=O)Cn2nc(C)c([N+](=O)[O-])c2C)o1 | ? | 0.0 | i | -1.8 | 23.1% | -0.2% | 2.4% | 1.8
Cc1cccc(C)c1-n1nnnc1C1(C)CCC(=O)N1C1CC1 (configuration not stated) | i | 3.9 | i | 13.6 | -1.7% | / | 12.8% | 0.6
COC(=O)CCC(=O)NC1CC(C)(C)Cc2c1cnn2-c1ccc(F)cc1 (configuration not stated) | -25.3% | 2.1 | i | -1.1 | 12.9% | -1.8% | -0.2% | 1.8
N#CC1=C(N)N(c2ccc(Oc3ccccc3)cc2)C(=O)C1 | -21.3%[57.5 µM] | -2.1 | i | -15.8 | 4.1% | -0.2% | 3.9% | 0.8
O=c1[nH]cnc2c1cnn2Cc1ccccc1 | i | 1.7 | i | 11.8 | 19.1% | -1.3% | 5.7% | -2.0
Cc1ccc(-c2nnc(Nc3ccc4c(c3)OCO4)c3ccccc23)cc1S(=O)(=O)NCCO | -27.5% | -4.5 | i | -13.6 | -4.3% | 0.0% | -3.4% | -3.7
CCOc1cc(S(=O)(=O)NCc2ccncc2)ccc1Cl | -35.6%[inhibitor] | 0.4 | i | 19.6 | -2.6% | -2.4% | 0.3% | -3.4
Fc1ccc(-n2nnnc2-c2ccccc2Cl)cc1 | i | 3.1 | i | 0.3 | -9.5% | 0.9% | 0.5% | -0.9
CCC(C)CCN1CCN=C1Nc1ccccc1 (configuration not stated) | i | -29.9 | i | -1.8 | 3.1% | -0.8% | 6.5% | -1.4
CCn1c(NCc2ccc3c(c2)OCO3)nc2ccccc21 | -4.5%[57.5 µM] | -1.3 | -105.9%* | -16.8 | 1.2% | -1.3% | 8.4% | -2.0
Cc1ccc(C)c(NC(=O)C2CCCN(S(=O)(=O)c3c(C)nn(C)c3C)C2)c1 (configuration not stated) | i | 10.7 | i | 6.6 | -7.3% | -0.5% | -11.2% | 1.3
Cc1ccc2c(c1)CCCN2C(=O)Nc1ccc2c(c1)OCO2 | -3.3%[57.5 µM] | 1.2 | i | -5.3 | -2.6% | -1.0% | 4.3% | -0.5
COc1cccc(-c2nc(CS(=O)CC(=O)NCCc3ccc(C)cc3)c(C)o2)c1 (configuration not stated) | i | 3.2 | i | -23.2 | -0.2% | 2.2% | -2.0% | 2.3
Cc1ccc(NC(=O)c2ccc3nc[nH]c3c2)cc1C | i | -4.3 | i | -0.6 | -3.6% | 2.7% | 6.1% | -2.0
O=C(CC(=O)NCCc1ccccc1)NCCc1ccccc1 | -13.8% | 2.2 | i | 1.8 | 11.5% | 3.3% | 5.6% | -2.1
CCn1nc(C)cc1C(=O)NC1CCCc2c1cnn2-c1ccc(C)c(C)c1 (configuration not stated) | -39.2% | 20.1 | i | -5.1 | -2.2% | 0.4% | -2.6% | 1.6
Nc1cc(N2CCCC2)ccc1[N+](=O)[O-] | i | -9.2 | i | -10.0 | -1.2% | -1.1% | -4.6% | 0.7
CCCC(=Nc1ccc(N)cc1)C1=C(O)C(C(=O)OC)C(C)(C)CC1=O (configuration not stated) | -2.9%[57.5 µM] | 15.2 | i | 17.0 | 7.0% | -4.9% | -7.4% | -0.5

Continued; the last 3 above are carried over.
canonical_smiles | PTHR1 agonist | D3 ag | Akt phos inh | D3 antag | EPAC2 antag | Mm-Cpn inhibitor | EPAC2 agonist | CCT chaperon mod
CCn1nc(C)cc1C(=O)NC1CCCc2c1cnn2-c1ccc(C)c(C)c1 (configuration not stated) | -39.2% | 20.1 | i | -5.1 | -2.2% | 0.4% | -2.6% | 1.6
Nc1cc(N2CCCC2)ccc1[N+](=O)[O-] | i | -9.2 | i | -10.0 | -1.2% | -1.1% | -4.6% | 0.7
CCCC(=Nc1ccc(N)cc1)C1=C(O)C(C(=O)OC)C(C)(C)CC1=O (configuration not stated) | -2.9%[57.5 µM] | 15.2 | i | 17.0 | 7.0% | -4.9% | -7.4% | -0.5
O=C(COC(=O)CCC(=O)c1ccc(Cl)cc1)NCCc1ccccc1 | -81.7%[inhibitor] | 1.9 | i | 4.3 | -11.9% | -5.6% | 13.1% | -1.1
COc1cc(/C=C/c2nc3ccccc3c(=O)[nH]2)ccc1O | -20.2% | -0.8 | i | -2.9 | 3.6% | / | 8.6% | -0.1
Cc1cccc(N(C(=O)Cn2nnc(-c3ccccc3F)n2)C(C(=O)NC(C)(C)C)c2ccncc2)c1 (configuration not stated) | i | 2.3 | i | 0.5 | 19.3% | 0.8% | -6.5% | 1.0
CNC(=S)N/N=C/c1c(C)c(C(=O)c2ccc(F)cc2)n2ccccc12 | -9.2% | 0.1 | i | -3.8 | -7.1% | 0.5% | 6.7% | 0.0
O=C(NCCc1ccc(F)cc1)c1ccc(S(=O)(=O)N2CCCCC2)cc1 | -20.2% | 4.6 | i | 20.0 | 0.9% | 0.0% | -0.7% | -3.0
CC(=O)c1ccccc1NC(=O)COC(=O)CN1C(=O)C2CCCCC2C1=O (configuration not stated) | i | 1.3 | i | 38.0 | -8.8% | 4.1% | 4.7% | 0.4
COc1ccc(-c2nnn(CC(=O)N(C3CCCCC3)C(C)C(=O)NC3CCCC3)n2)cc1OC (configuration not stated) | -3.9%[57.5 µM] | 19.8 | i | 14.1 | -2.0% | 0.0% | 2.7% | 0.7
COc1ccc(NC(=O)C2CCCNC2=O)cc1 (configuration not stated) | i | 2.2 | i | 1.7 | 3.0% | 1.3% | 9.8% | -2.0
CNC(=S)/N=C/NOCc1c(Cl)cccc1Cl | i | 1.8 | i | 3.2 | -1.2% | 1.0% | 6.7% | -1.0
CC(=O)c1ccccc1NC(=O)COC(=O)C1=NN(c2ccccc2)C(=O)CC1 | -5.4% | 11.6 | i | -3.3 | 1.3% | -0.2% | 7.2% | -1.5
COc1cccc(OC)c1CNC(=O)C1CCC(=O)N(CC2CCCCC2)C1 (configuration not stated) | i | 7.2 | i | -8.2 | -0.1% | -2.9% | -0.1% | -0.3
COc1ccc(/C=N/N=C2\SC(CC(=O)O)C(=O)N2c2ccccc2)cc1 (configuration not stated) | i | 1.6 | i | -7.7 | 3.0% | 0.4% | -0.8% | -4.1
Cc1ccc(N2CC(C(=O)N3CCN(c4ccccc4)CC3)CC2=O)cc1 (configuration not stated) | i | 4.7 | i | 6.2 | -2.1% | 1.0% | 11.4% | -1.9
Cc1ccccc1NC(=O)c1cnn(-c2ccccc2)c1NC(=O)c1ccco1 | -5.1%[57.5 µM] | -3.0 | i | -7.1 | 11.9% | 1.1% | 0.1% | 3.0
